TEAD-YAP block: TEAD-YAP interaction inhibition. HEK-TIYL cells, TEAD-Gal4/YAP UAS-luciferase luminescence. inhibition, % at 9.12 µM. 640,000 compounds, 1.4% hits. AID 1259422; in the data active = inhibition above about 32%;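 note: 0% = median of test compound wells and 100% = reference inhibitor wells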
MITF inh: inhibitors of human MITF; AlphaScreen MITF homodimerization, bead proximity signal; inhibition, % at 2.6 µM; 650,000 compounds, 0.91% hits; in the data active = inhibition above about 50%;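 note: 0% = vehicle wells with protein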
Target sequence (O75030 whole entry, looked up): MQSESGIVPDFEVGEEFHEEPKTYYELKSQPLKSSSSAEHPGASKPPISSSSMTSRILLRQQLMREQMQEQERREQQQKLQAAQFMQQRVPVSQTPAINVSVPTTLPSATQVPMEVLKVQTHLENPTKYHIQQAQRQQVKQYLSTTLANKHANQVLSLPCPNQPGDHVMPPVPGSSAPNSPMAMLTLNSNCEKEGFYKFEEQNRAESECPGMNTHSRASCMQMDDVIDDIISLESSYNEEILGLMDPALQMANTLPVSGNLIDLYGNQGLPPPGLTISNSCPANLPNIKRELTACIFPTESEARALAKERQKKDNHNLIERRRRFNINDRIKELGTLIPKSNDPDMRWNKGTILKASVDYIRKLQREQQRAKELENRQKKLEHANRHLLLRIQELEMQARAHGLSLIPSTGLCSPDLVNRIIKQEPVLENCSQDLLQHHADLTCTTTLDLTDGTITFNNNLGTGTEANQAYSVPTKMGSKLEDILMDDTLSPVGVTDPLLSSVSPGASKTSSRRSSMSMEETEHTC
FBW7 activator: human FBW7 E3 ligase activation, primary screen. Q969H0. 650,000 compounds, 0.13% hits. normalized activity (activation), % at 26.1 µM. AlphaScreen FBW7–phospho-cyclin E peptide binding, activator screen; in the data active = normalized activity above about 1.9%;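 note: purified mutant Fbw7 with reduced substrate affinity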
GPR151 activ: activators of human GPR151 | activation, % at 11.2 µM | AID 1508602 | PathHunter beta-arrestin GPR151 cells, luminescence | 650,000 compounds, 1% hits | Q8TDV0; in the data active = activation above about 4.9%;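 note: 0% = median of compound wells and 100% = cells with positive control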
Target sequence (Q8TDV0 whole entry, looked up): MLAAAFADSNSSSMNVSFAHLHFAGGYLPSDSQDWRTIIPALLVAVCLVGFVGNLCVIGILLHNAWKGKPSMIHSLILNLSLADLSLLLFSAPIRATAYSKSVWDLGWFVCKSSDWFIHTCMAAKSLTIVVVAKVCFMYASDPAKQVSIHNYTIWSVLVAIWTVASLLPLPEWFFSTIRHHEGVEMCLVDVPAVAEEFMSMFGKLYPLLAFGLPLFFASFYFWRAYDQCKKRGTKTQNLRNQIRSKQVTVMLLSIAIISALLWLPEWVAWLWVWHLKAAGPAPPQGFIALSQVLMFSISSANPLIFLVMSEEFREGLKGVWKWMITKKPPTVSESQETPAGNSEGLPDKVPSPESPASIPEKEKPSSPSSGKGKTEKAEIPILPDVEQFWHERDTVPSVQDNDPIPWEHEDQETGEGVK
Numbers without * were called inactive; nt = no result given.

Below each compound – TEAD-YAP block | MITF inh | FBW7 activator | GPR151 activ
C=CCNC(=S)Nc1sc2c(c1C(=O)OCC)CCN(C(=O)OCC)C2
    6 | 5 | -0.2 | 0.4
C=CCn1cc(C(=O)OC)c(=O)c2cc(S(=O)(=O)N3CCCCCC3)ccc21
    -4 | -15 | -0.2 | 0.6
Cc1c(C)n(C(=O)CSc2nnc(-c3ccccc3)o2)c2ccccc12
    5 | -5 | -0.1 | 0.8
COc1ccc(-c2nc(C)c(CCNC(=O)C(C)(C)C)s2)cc1OC
    -18 | -2 | -0.1 | -3.2
CCCC(C)C(=O)Nc1ccc(C(N)=O)cc1 (stereo not drawn)
    2 | 4 | -0.1 | -1.1
Cc1cccc(C(C)(C)C)c1OCCCCNCCN
    2 | 14 | 0.1 | 0.0
COC(C(=O)Nc1cccc(Cl)c1C)c1ccccc1 (stereo not drawn)
    -6 | -5 | -0.1 | -0.5
Cc1ccccc1SCC(=O)NC1CCOC1=O (stereo not drawn)
    6 | -6 | -0.1 | -1.3
Cc1cccc(-n2c(C)cc(/C=N/O)c2C)c1
    -7 | -5 | 0.0 | -1.6
CCN(CC)c1ccc(C(C2=C(O)CC(C)(C)CC2=O)C2C(=O)CC(C)(C)CC2=O)cc1 (stereo not drawn)
    5 | -2 | 0.2 | -0.5
Cc1ccc(CNC(=O)CN(c2cccc(Cl)c2)S(=O)(=O)c2ccc(C)cc2)cc1
    -6 | -1 | 0.0 | 1.7
CCOc1ccc(NCC(O)Cn2c3ccccc3c3ccccc32)cc1 (stereo not drawn)
    7 | 13 | -0.1 | -0.3
FC(F)(F)Oc1cccc(-c2nccc(NCC3CCCO3)n2)c1 (stereo not drawn)
    -28 | 7 | -0.1 | 3.3
Cc1ccc(C(=O)N[C@H](C(=O)N2CCN(Cc3ccccc3)CC2)C(C)C)cc1
    6 | 12 | 0.1 | 1.6
O=C(CSc1nc2ccc(Nc3nc(N4CCOCC4)nc(N4CCOCC4)n3)cc2s1)NCC1CCCO1 (stereo not drawn)
    6 | 1 | 0.8 | -0.7
O=C(O)C1CSC(c2ccc(OCc3ccc(F)cc3)cc2)N1 (stereo not drawn)
    -45 | -10 | 0.0 | -3.6
CC(C)CN1CCNC(=O)C1CC(=O)NCCc1ccc(C(F)(F)F)cc1 (stereo not drawn)
    8 | 1 | -0.1 | 1.3
Cc1csc(SCC(=O)Nc2nc3ccccc3s2)n1
    -48 | -3 | -0.2 | -0.8
C/C(N)=C(/C#N)C(=O)COC(=O)CC1Sc2ccccc2NC1=O (stereo not drawn)
    -11 | 7 | -0.1 | -0.8
O=C(COC(=O)C(Cc1c[nH]c2ccccc12)NC(=O)c1ccc(Br)cc1)c1ccccc1 (stereo not drawn)
    5 | 10 | 0.0 | 0.1

Next part.
Below each compound – TEAD-YAP block | MITF inh | FBW7 activator | GPR151 activ
CCOc1ccc(NC(=O)c2ccccc2NC(=O)c2ccccc2)cc1
    10 | -2 | -0.1 | 1.0
O=C(NCCc1ccc(O)cc1)c1ccnc(NCc2cccnc2)c1
    0 | 6 | 0.0 | -1.6
CCCCOC(=O)c1cc(=O)[nH]c(=O)[nH]1
    5 | -9 | -0.1 | 0.5
Cc1cccc(N(NC(=O)C(=O)n2ccc3ccccc32)C(=O)c2ccco2)c1
    2 | 18 | 0.7 | 1.2
O=C(Nc1cccc(S(=O)(=O)N2CCCCCC2)c1)c1cc(=O)c2ccccc2o1
    11 | -3 | 0.1 | 1.7
CCN(CC)C(=O)N1c2ccccc2C=Cc2ccccc21
    62* | -2 | -0.1 | 0.0
COc1ccc(-n2nc3c(c2NC(=O)c2cc([N+](=O)[O-])ccc2Cl)CSC3)cc1
    61* | 13 | 0.3 | 1.8
O=C(Nc1nnc(-c2ccc(Cl)cc2Cl)s1)c1ccccc1F
    -18 | -3 | -0.1 | 0.7
COc1ccc(CN2CC(C(=O)NCCC3=CCCCC3)CC2=O)cc1 (stereo not drawn)
    10 | -42 | 0.9 | -0.7
CC(=O)N1CCc2cc(S(=O)(=O)N3CC(=O)N(CCc4ccccc4)C(=O)C3)ccc21
    3 | 9 | 0.0 | 0.6
CN(CC(=O)N1CCCC(C(=O)c2ccc3ccccc3c2)C1)Cc1ccncc1 (stereo not drawn)
    -6 | 14 | 0.2 | -0.1
Cc1ccc(-c2nc3ccccc3c(=O)n2NC(=O)c2cccc([N+](=O)[O-])c2)cc1C
    3 | -1 | -0.1 | -1.4
CC(C)c1ccc(-c2csc(NC(=O)c3cccc4ccccc34)n2)cc1
    5 | 10 | -0.1 | 1.3
COC(=O)c1cc(-c2c(C)nn(-c3ccccc3)c2C)n[nH]1
    -21 | -13 | -0.2 | -0.3
O=C(O)CCC(=O)NNc1ccccc1[N+](=O)[O-]
    -12 | 13 | 0.0 | 0.5
CC(C)(C)c1coc2cc3oc(=O)ccc3cc12
    1 | -9 | -0.1 | -0.8
CCCC(C)NC(=O)c1ccc(C)c([N+](=O)[O-])c1 (stereo not drawn)
    0 | 4 | 0.1 | 1.6
COc1ccccc1-n1nc(C(=O)N2CCN(c3ccc(F)cc3)CC2)c2ccccc2c1=O
    6 | 5 | 0.0 | 0.3
O=C(NCc1ccc(Cl)cc1)Nc1ccc(N2CCCS2(=O)=O)cc1
    3 | -2 | -0.2 | 1.2
CC1=NN(c2cccc(Cl)c2)C(=O)/C1=C/c1ccc(-c2cccc(Cl)c2C)o1
    -1 | 12 | 0.8 | 1.5

(next part)
structure	TEAD-YAP block	MITF inh	FBW7 activator	GPR151 activ
CC(=O)NC(=S)Nc1nc(-c2ccc(C)cc2)cs1	-60	-4	0.1	0.4
CCCCCCc1cc2cc(/C(N)=N/NC(=O)c3ccccc3)c(=O)oc2cc1O	-7	-22	0.0	0.0
Cc1nonc1CC(=O)N1CCCC(CNC(=O)c2ccc(F)cc2)C1 (stereo not drawn)	-2	8	0.1	-1.4
CCC(=O)N1N=C(c2cccc(NS(=O)(=O)CC)c2)CC1c1cccs1 (stereo not drawn)	-4	-5	-0.1	3.6
CC(C)NC(=O)CN(c1cccc(C(F)(F)F)c1)S(=O)(=O)c1ccccc1	-3	-7	-0.1	-0.5
Cn1c(SCCC#N)nnc1-c1ccc(F)cc1	6	-3	0.0	-0.3
Cc1nn(-c2ccccc2)c2sc(C(=O)NCCOC(=O)COc3ccccc3)cc12	-14	14	0.1	2.6
CCOC(=O)c1oc2ccc3c(C)cc(=O)oc3c2c1-c1ccccc1	4	3	0.1	-0.2
O=C(CCS(=O)(=O)c1cccc2nsnc12)NCc1cccs1	12	4	0.2	-0.1
O=C(c1cccc(F)c1)C1CCN(C(=O)/C=C/c2ccccc2)CC1	-4	-17	-0.2	-0.2
COCCCNC(=O)CSc1nc2c(sc(=S)n2-c2ccccc2C)c(=O)n1-c1ccccc1F	1	-5	-0.1	-0.9
O=C(NCCc1ccc(O)cc1)c1cccc(Nc2ccccn2)c1	-16	11	0.0	4.3

Next part
structure	TEAD-YAP block	MITF inh	FBW7 activator	GPR151 activ
COc1ccccc1CNC(=O)Cn1cc(NC(=O)c2ccccc2)cn1	-6	0	-0.2	0.5
CCOC(=O)c1cnc2ccc(Br)cc2c1Nc1ccccc1O	-4	7	-0.2	-0.5
O=C1CC(N2CCN(Cc3ccc4c(c3)OCO4)CC2)C(=O)N1c1ccccc1 (stereo not drawn)	-5	-2	0.2	0.0
O=C(Nc1cc(C(=O)N2CCC(Cc3ccccc3)CC2)ccc1N1CC2CC(C1)c1cccc(=O)n1C2)c1ccc(F)cc1 (stereo not drawn)	-9	23	0.1	-1.1
Nc1c(C(=O)Nc2cccc(Cl)c2)sc(=S)n1-c1cccc(C(F)(F)F)c1	-5	2	0.3	0.6
O=S1(=O)N=C(N2CCCC(C(F)(F)F)C2)c2ccccc21 (stereo not drawn)	1	-5	-0.1	-1.1
O=C(CCn1c(=S)[nH]c2ccccc2c1=O)NCc1ccco1	12	-1	-0.1	1.1
CCc1cccc(OCC(=O)Nc2ccc(I)cc2)c1	4	10	0.3	-0.7
O=c1c2ccccc2nc(SCc2ccccc2F)n1Cc1ccco1	3	-5	0.1	0.8
CC(C)=CCC[C@]1(C)[C@@H](CC=C(C)C)CC2(CC=C(C)C)C(=O)C1(C(=O)C(C)C)C(=O)C(CC=C(C)C)=C2O (stereo partly drawn)	nt	13	nt	-2.0
COc1ccc2c(c1)NC1(CCCN(CCN3C(=O)c4ccccc4C3=O)C1)c1cccn1-2 (stereo not drawn)	1	-3	-0.2	5.4*
NC(=O)Cc1cn(-c2ccc(Nc3nccc4ccccc34)nn2)c2ccccc12	0	11	0.3	1.0

Remaining list, next part
structure	TEAD-YAP block	MITF inh	FBW7 activator	GPR151 activ
Cc1ccc(OCCSc2nc3ccccc3n2CCO)cc1	-23	2	0.1	0.4
O=C(CNC(=O)c1ccc(F)cc1)N/N=C/c1ccccc1[N+](=O)[O-]	-12	-2	0.0	2.3
c1ccc(-n2c(SCc3nc4ccccc4[nH]3)nnc2-c2cnccn2)cc1	1	8	0.0	-0.4
Cc1nc(C)n(-c2ccc(Nc3cc(-n4cc(N(c5cccnc5)c5cccnc5)cn4)ccn3)cc2)n1	-1	51*	0.6	-1.4
COC(=O)c1sc(NC(=O)c2ccncc2)c(C#N)c1C	-4	22	0.0	-0.5
C=CCc1cccc2cc(C(=O)NC(C)(C)C)c(=O)oc12	8	-8	0.0	0.0
O=C(NC1CCCCC1)c1ccc2c(=O)n(Cc3ccccc3)c(SCc3cccc(Cl)c3)nc2c1	-6	-2	-0.2	1.2
O=C(Nc1scc(-c2ccccc2)c1C(=O)O)c1cccs1	-23	1	-0.1	-3.3
Cc1ccc2nc(CNC(=O)COc3ccc(N(C)Cc4ccc(F)cc4)nn3)cn2c1	-7	-7	-0.1	-0.1
CN1C(=O)C(C)(C)c2cc(S(=O)(=O)N(C)CC(=O)N3CCCCC3)ccc21	1	-6	-0.2	1.0
O=C(CCc1nnc(CCc2c[nH]c3ccccc23)o1)NC1CCc2ccccc21 (stereo not drawn)	3	8	0.2	0.2
O=C(NCc1ccccc1F)C1CC2CCCN2C12C(=O)Nc1ccccc12 (stereo not drawn)	-3	2	-0.1	-0.3

Additional compounds:
structure	TEAD-YAP block	MITF inh	FBW7 activator	GPR151 activ
CN(CCOC(=O)c1ccccc1Br)C(C)(C)C	5	-14	0.0	-0.8
Cn1ccc2c(OCC(=O)c3ccc(Cl)cc3)cccc2c1=O	3	4	0.1	0.5
CCCCCOc1ccc(NC(=O)C(=O)NCCC(C)C)cc1	4	-4	-0.1	0.3
CCOc1ccc(N(CC(=O)NCCOC)C(=O)c2snc(C(N)=O)c2N)cc1	4	-7	0.1	-1.0
Cc1ccc(C(=O)c2coc3ccc(C)cc3c2=O)cc1	-55	-3	-0.2	0.4
CCOC(=O)c1cnc2c(Cl)cccc2c1Nc1cccc(C(C)=O)c1	5	4	-0.2	0.4
Cc1cc(=O)[nH]c(N/N=C/c2ccc(OCc3ccccc3)cc2)n1	-5	4	0.1	-2.4
Cc1ccc(Cl)cc1NC(=O)C(=O)NCc1cccs1	-10	-6	-0.1	0.5
CCc1ccc(NC(=O)C(=O)N/N=C/c2ccc(C)o2)cc1	3	8	0.0	-0.3
CCCN1CCN(c2cc(Nc3ccc4c(c3)OCCO4)c3c4c(onc24)-c2ccccc2C3=O)CC1	0	28	-0.1	-1.1
Cc1ccc(CN2CCC3(CC2)CC3C(=O)Nc2ccc3sc(C)nc3c2)o1 (stereo not drawn)	-5	-16	-0.2	1.2
O=C(c1c[nH]c2ccc(S(=O)(=O)N3CCC4(CC3)OCCO4)cc2c1=O)N1CCc2ccccc21	8	-1	0.0	-1.6

The list continues.
structure	TEAD-YAP block	MITF inh	FBW7 activator	GPR151 activ
O=C(NNC(=O)C1CCCN(S(=O)(=O)Cc2ccccc2)C1)C1CC1 (stereo not drawn)	4	13	0.1	1.3
N#Cc1cc([N+](=O)[O-])ccc1NC(=O)COC(=O)CCCc1nc2ccccc2s1	-9	0	0.1	0.6
O=C(CN1C(=O)/C(=C/c2ccccc2F)SC1=S)Nc1cccc(O)c1	3	13	-0.1	0.3
CNc1nc2c(C)cccn2c(=O)c1C=Nc1ccc(OC)cc1	5	11	-0.1	0.9
COc1ccc(-n2cc(-c3ccccc3)c3c(Nc4ccc(OC)c(OC)c4)ncnc32)cc1	12	16	-0.2	0.6
Cc1ccc(N2C(=O)C3CC=CC(C)C3C2=O)cc1 (stereo not drawn)	-17	7	0.3	12*
O=C(Nc1ccc(NC(=O)c2cccs2)cc1)c1ccc(-c2ccccc2)cc1	0	7	-0.2	0.7
O=C(CCNS(=O)(=O)c1ccccc1)Nc1ccc(F)cc1	4	-10	-0.1	-0.4
COc1cccc(CNC(=O)Cn2ncc3c2-c2ccccc2OC3)c1	-6	0	-0.1	-0.7
CC(NC(=O)c1c(NC(=O)c2ccccc2F)sc2c1CCCCC2)c1ccccc1 (stereo not drawn)	-3	10	-0.1	0.5

Compound activity: PubChem, The Scripps Research Institute Molecular Screening Center
